# ATXN viability: cell viability loss in ATXN counter-screen; S2 cells (HEK-293 line with an ATXN2-luciferase reporter) viability, CellTiter-Fluor protease fluorescence, 24 h; Potency, µM (top dose mostly 56.7 µM), usual class: cytotoxic; 0.49% of 400,000 active; note: nearly all actives have a fitted effect of over 40% in size
# A549 tox: kills or reduces viability of A549 cells in Nrf2 counter-screen; A549 ARE-Fluc cells, CellTiter-Fluor viability, 18-24 h; Potency, µM (doses to about 46 µM), for the others: at the highest dose activity change, negative = cytotoxicity, usual class: inhibitors; 0.16% of 390,000 active; note: % is set by controls: 0 for no effect and ±100 for the full control effect
#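 Cytotoxicity counterscreen: CellTiter-Fluor fluorescence was measured in A549 ARE_Fluc cells after 18-24 h of compound exposure in a concentration series. The subsequent BugLite luminescent read reports ARE-luciferase activity.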
# ATXN2 expr inh: inhibitors of ATXN2 expression | HEK-293 ATXN2-luciferase reporter, luminescence, 24 h | Potency, µM (top dose mostly 57 µM), for the others: top-dose activity change, negative = inhibition, actives largely listed as inhibitors | 0.72% of 360,000 active | AID 1745845; note: % is set by controls: 0 for no effect and ±100 for the full control effect; nearly all actives have a fitted effect of over 55% in size
#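 qHTS (up to 57 uM final) was run with 24 h compound exposure of reporter cells at 37 °C. Each well was multiplexed: SteadyGlo luminescence measured ATXN2-luciferase expression after a fluorogenic Gly-Phe-AFC viability readout (25 uM final).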
# TGFb inhibitor: inhibitors of TGF-b signaling. HepG2 CAGA-GFP TGF-b/SMAD3 reporter, GFP fluorescence, 18 h; TGF-beta stimulated, 500 pg/mL final. Potency, µM (series often up to 46.1 µM), for inactives: at the highest dose activity, negative = inhibition, most hits filed as inhibitors. 1.2% of 410,000 active; note: % is set by controls: 0 for no effect and ±100 for the full control effect; nearly all actives have a fitted effect of over 65% in size
#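 Smad-responsive CAGA-GFP expression was quantified in HEPG2 cells exposed to compounds and 500 pg/mL final TGF-beta for 18 h at 37 degrees C; unstimulated wells defined full inhibition.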
# EPAC2 antagonist: blocks human EPAC2 exchange factor; Q8WZA2; EPAC2 GEF exchange of Rap1B-BODIPY-GDP, fluorescence; Potency, µM (top dose mostly 114 µM), for inactives: at the highest dose activity, negative = inhibition, most hits filed as inhibitors; 0.18% of 360,000 active; note: % is set by controls: 0 for no effect and ±100 for the full control effect; nearly all actives have a fitted effect of over 45% in size; many of its hits are not listed in these tables
# Target sequence (Q8WZA2 whole entry, looked up): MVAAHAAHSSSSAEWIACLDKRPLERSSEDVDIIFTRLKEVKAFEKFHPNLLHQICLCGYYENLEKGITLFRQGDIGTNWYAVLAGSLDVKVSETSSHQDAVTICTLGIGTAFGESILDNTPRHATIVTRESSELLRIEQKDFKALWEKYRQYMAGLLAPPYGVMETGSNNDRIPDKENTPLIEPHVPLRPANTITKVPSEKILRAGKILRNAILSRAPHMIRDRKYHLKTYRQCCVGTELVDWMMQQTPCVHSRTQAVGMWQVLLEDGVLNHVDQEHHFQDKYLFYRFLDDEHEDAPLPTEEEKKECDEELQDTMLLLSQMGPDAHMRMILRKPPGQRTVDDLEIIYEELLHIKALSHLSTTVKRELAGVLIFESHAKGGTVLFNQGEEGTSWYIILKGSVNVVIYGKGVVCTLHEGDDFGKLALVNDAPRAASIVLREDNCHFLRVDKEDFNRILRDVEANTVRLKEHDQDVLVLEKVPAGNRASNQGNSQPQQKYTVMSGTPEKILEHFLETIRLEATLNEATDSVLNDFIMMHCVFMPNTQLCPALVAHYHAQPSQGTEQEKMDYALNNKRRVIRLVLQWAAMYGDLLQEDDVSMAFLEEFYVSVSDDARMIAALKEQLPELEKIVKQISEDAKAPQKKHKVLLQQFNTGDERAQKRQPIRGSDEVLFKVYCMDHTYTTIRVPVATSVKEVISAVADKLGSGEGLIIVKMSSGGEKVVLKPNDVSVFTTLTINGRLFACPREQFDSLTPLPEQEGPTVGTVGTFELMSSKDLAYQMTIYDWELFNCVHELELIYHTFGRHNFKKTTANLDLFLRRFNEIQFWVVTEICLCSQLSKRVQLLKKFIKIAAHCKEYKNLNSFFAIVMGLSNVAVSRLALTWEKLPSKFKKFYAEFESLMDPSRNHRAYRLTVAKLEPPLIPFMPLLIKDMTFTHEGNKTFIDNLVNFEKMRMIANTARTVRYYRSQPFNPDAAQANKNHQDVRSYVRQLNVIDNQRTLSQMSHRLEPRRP
# Nrf2 activator: activates Nrf2 signaling | AREc32 ARE-luciferase reporter (MCF7-derived line), luminescence, 24 h | AID 624171 | 0.31% of 410,000 active | Potency, µM (highest dose often 46.1 µM), for the others: top-dose activation, most hits filed as activators; note: % of control where 0% means no effect; nearly all actives have a fitted effect of over 65% in size
#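 AREc32_Fluc, 1000 cells/well, OPTI-MEM + 5% FBS, o/n 37 deg C 5% CO2; 23 nL cpd by pin tool, 24 hr; Steady-Glo 30 min RT, luminescence.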
# HepG2 tox: kills HepG2 cells in TGF-b inhibitor counter-screen; HepG2 CAGA-GFP viability, ATP luminescence, 18 h; AID 588856; Potency, µM (titrated, usually from 46.1 µM), for the others: top-dose activity change, negative = cytotoxicity, most hits filed as cytotoxic; 0.76% of 410,000 active; note: some results filed as inactive show a strong effect at the top dose
#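 HepG2 CAGA-GFP cells (1000/well, DMEM with 1% FBS) received compound, then TGF-beta at 500 pg/mL final, and were incubated 18 hours at 37 degrees C. Viability was read by CellTiter-Glo luminescence. Media-only wells were set as complete cell-killing and DMSO as no toxicity.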
# MCF10A rereplic: inducers of DNA re-replication in MCF 10A breast cells. MCF 10A DNA re-replication, Hoechst nuclear intensity, 48 h. Potency, µM (highest dose often 46.1 µM), inactives show at the highest dose activity, positive = re-replication, most hits filed as activators. 2.9% of 350,000 active. AID 624296; note: % of control where 0% means no effect; nearly all actives have a fitted effect of over 50% in size
# Nrf2 inh: Nrf2 pathway inhibition; A549 ARE-Fluc reporter, luciferase luminescence, 18-24 h; Potency, µM (highest dose often 46 µM), without a hit: top-dose activity change, negative = inhibition, hits mostly inhibitors; AID 504444; 2.1% of 360,000 active; note: % is set by controls: 0 for no effect and ±100 for the full control effect; nearly all actives have a fitted effect of over 60% in size
#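 Nrf2 function is reported as luminescence of an ARE-controlled luciferase in A549 cells. Compounds were tested at several concentrations, and a CellTiter-Fluor read on the same wells flagged cytotoxicity.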
# Starred values were filed as active, the others as inactive; i = inactive; ? = inconclusive; . = no result given; [ ] = dose if it differs, or a comment. Calls come from the whole dose curve; as a rule, active = well fitted curve in the direction sought with a large enough effect; inconclusive = small, poorly fitted or top-dose-only effect, or another doubt; inactive = no such curve, though single readings can be large; an effect the other way counts as inactive or inconclusive. Potency is the fitted concentration of half-maximal effect. An excerpt; the hit share may differ from the screen's.
no.	smiles	ATXN viability	A549 tox	ATXN2 expr inh	TGFb inhibitor	EPAC2 antagonist
1	Brc1c(CSc2nncn2-c2ccccc2)nc2sccn12	i	-2%	6%	?	5%
2	CCCC(=O)Nc1ccc(C(=O)NNC(=S)NC(=O)c2cccs2)cc1	i	-16%	-10%	?	-10%
3	Cc1c(C(=O)Nc2ccncc2)oc2ccccc12	i	-1%	31%	3%	5%
4	CCN(CC(=O)Nc1ccccc1OC)C(=O)c1ccccc1Sc1ccccc1C#N	.	-1%	.	-3%	-7%
5	CCn1nc(C)c(NC(=O)/C=C/c2ccc(OC)c(COc3ccc(Br)cc3)c2)c1C	i	.	-21%	-13%	6%
6	Cc1ccc(NC(=O)Cn2c(-c3cncs3)nc3ccccc32)cc1Br	i	-13%	-5%	1%	.
7	CN(CC(=O)Nc1ccccc1C(F)(F)F)C(=O)c1cc([N+](=O)[O-])ccc1N1CCOCC1	?	-18%	-3%	-4%	-3%
8	CC(C)OC(=O)/C(C#N)=C/c1ccc(-c2ccc(SC(F)F)cc2)o1	i	-3%	-8%	-15%	30%[activator]

no.	Nrf2 activator	HepG2 tox	MCF10A rereplic	Nrf2 inh
1	6.4%	-4%	-1%	.
2	-0.3%	-5%	?	?
3	7.8%	-34%	6%	-13%
4	-0.5%	0%	0%	-29%
5	-0.6%	-66%	8.2µM*	?
6	3.4%	-12%	.	.
7	0.0%	4%	4%	4%
8	0.4%	6%	16%	17%

# (list continues)
no.	smiles	ATXN viability	A549 tox	ATXN2 expr inh	TGFb inhibitor	EPAC2 antagonist
9	COc1ccc(-c2cc(C(F)(F)F)nc(SCCC(=O)Nc3ccc(NC(C)=O)cc3)n2)cc1	i	-4%	-2%	4%	.
10	CCC(C)NC(=O)C(NS(=O)(=O)c1cccc2nsnc12)c1ccccc1 (configuration not stated)	i	0%	-3%	-2%	12%
11	O=C(COc1cccc(Br)c1)N/N=C1\CCCc2ccccc21	i	1%	8%	0%	-6%
12	O=C(O)CN1C(=O)SC(Nc2ccccc2C(=O)O)C1=O (configuration not stated)	i	-1%	-6%	?	2%
13	N#Cc1c(SCC(N)=O)nc2c(c1-c1ccc(O)cc1)CCCC2	i	2%	4%	-24%	-5%
14	O=S(=O)(N/N=C\c1cn(-c2ccccc2)nc1-c1ccccc1)c1ccccc1	i	-24%	20%	-20%	-18%
15	Cc1cc(CC(=O)O)c2oc(-c3ccoc3)cc(=O)c2c1	i	9%	.	-4%	28%
16	CCOc1ccc(NC(=O)N2CCN(c3nnc(C)c4c(C)n(-c5ccccc5)nc34)CC2)cc1	i	3%	-3%	2%	.

no.	Nrf2 activator	HepG2 tox	MCF10A rereplic	Nrf2 inh
9	-0.3%	-5%	.	-15%
10	0.4%	8%	0%	4%
11	0.4%	-32%	-4%	0%
12	0.0%	-11%	0%	7%
13	0.0%	-23%	23%	-4%
14	3.6%	-8%	0%	?
15	3.6%	-6%	-7%	1%
16	0.3%	0%	.	-6%

# Compounds above containing fluorine:
no.	smiles	ATXN viability	A549 tox	ATXN2 expr inh	TGFb inhibitor	EPAC2 antagonist
7	CN(CC(=O)Nc1ccccc1C(F)(F)F)C(=O)c1cc([N+](=O)[O-])ccc1N1CCOCC1	?	-18%	-3%	-4%	-3%
8	CC(C)OC(=O)/C(C#N)=C/c1ccc(-c2ccc(SC(F)F)cc2)o1	i	-3%	-8%	-15%	30%[activator]
9	COc1ccc(-c2cc(C(F)(F)F)nc(SCCC(=O)Nc3ccc(NC(C)=O)cc3)n2)cc1	i	-4%	-2%	4%	.

no.	Nrf2 activator	HepG2 tox	MCF10A rereplic	Nrf2 inh
7	0.0%	4%	4%	4%
8	0.4%	6%	16%	17%
9	-0.3%	-5%	.	-15%

# Following part.
no.	smiles	ATXN viability	A549 tox	ATXN2 expr inh	TGFb inhibitor	EPAC2 antagonist
17	CC(NC(=O)OCc1ccccc1)C(=O)OCN1C(=O)c2ccccc2C1=O (configuration not stated)	i	0%	-13%	-16%	-3%
18	CCCCOc1cccc(C(=O)Nc2cc(NC(=O)c3ccco3)ccc2OC)c1	?	-11%	?	?	.
19	COC(=O)c1ccc(C(=O)OC)c(NC(=O)c2cnn3c(C(F)F)cc(-c4ccccc4)nc23)c1	i	14%	8%	-7%	.
20	COc1ccc(S(=O)(=O)N2CCNCC2)cc1	i	3%	-5%	-4%	5%
21	COCCCn1c(=O)c2sccc2n2c(CCCC(=O)NCC3CCCO3)nnc12 (configuration not stated)	i	1%	3%	-3%	0%
22	Cc1ccccc1C1c2[nH]c3ccccc3c2C[C@H]2C(=O)N(C3CC3)CC(=O)N12 (some centres not stated)	?	-4%	-14%	1%	-6%
23	COc1ccc(CN2CCN(C(=O)CC(C)C)CC2)c2ccccc12	i	5%	-7%	-11%	-2%
24	N=c1n(CCN2CCCCC2)c2ccccc2n1CC(O)COc1ccc(Cl)cc1Cl (configuration not stated)	.	?	.	7.1µM*	.

no.	Nrf2 activator	HepG2 tox	MCF10A rereplic	Nrf2 inh
17	0.0%	-9%	-12%	11%
18	4.3%	-16%	.	23µM*
19	0.0%	5%	.	.
20	-0.3%	-9%	-9%	-11%
21	0.2%	1%	?	?
22	-0.7%	7%	14%	-1%
23	-0.8%	-36%	?	13%
24	-5.8%	10µM*	.	?

# Just Nrf2 inh and ATXN2 expr inh (3 entries from above):
no.	SMILES	Nrf2 inh	ATXN2 expr inh
20	COc1ccc(S(=O)(=O)N2CCNCC2)cc1	-11%	-5%
22	Cc1ccccc1C1c2[nH]c3ccccc3c2C[C@H]2C(=O)N(C3CC3)CC(=O)N12 (some centres not stated)	-1%	-14%
23	COc1ccc(CN2CCN(C(=O)CC(C)C)CC2)c2ccccc12	13%	-7%

# Other structures:
no.	smiles	ATXN viability	A549 tox	ATXN2 expr inh	TGFb inhibitor	EPAC2 antagonist
25	CCOC(=O)c1[nH]c(C)c(/C=N/O)c1C	i	-21%	3%	-11%	-2%
26	COc1ccc(-c2[nH]ncc2/C=C(\C#N)C(=O)NC2CC2)cc1	i	-7%	-4%	-4%	-3%
27	COc1ccc(Cn2nnnc2C(c2cccs2)N2CCSCC2)cc1 (configuration not stated)	i	-8%[1.84 µM]	-13%	-30%	7%
28	O=C(OCc1ccccc1F)c1cc([N+](=O)[O-])ccc1N1CCOCC1	?	-2%	0%	-6%	1%
29	Cc1ccc(CNc2cnccn2)s1	i	-5%	.	18%	2%
30	C=CCn1c(=S)[nH]c2scc(-c3ccco3)c2c1=O	i	5%	11%	11%	8%
31	CSC1=N/C(=C\c2cccnc2)C(=O)N1c1ccccc1	?	7%	-7%	4%	1%
32	Cc1ccc(OC(C)C(=O)N(C)c2ccccc2)c([N+](=O)[O-])n1 (configuration not stated)	i	-2%	.	2%	-14%

no.	Nrf2 activator	HepG2 tox	MCF10A rereplic	Nrf2 inh
25	0.4%	8%	3%	?
26	2.5%	-20%	2%	7%
27	-0.2%	6%	-1%	-23%
28	0.1%	-5%	11%	-12%
29	-0.9%	6%	0%	-4%
30	10%	-3%	-4%	3%
31	2.8%	10%	-10%	5%
32	0.5%	-14%	-1%	6%

# Later entries:
no.	smiles	ATXN viability	A549 tox	ATXN2 expr inh	TGFb inhibitor	EPAC2 antagonist
33	Cc1ccc(C2CC2/C(=N/O)c2ccc(F)cc2)cc1 (configuration not stated)	i	1%	15%	18%	?
34	Cc1cc2nc(C(C)(C)C)c(Cc3cccc(Cl)c3)n2c(C)c1Br	i	.	4%	.	6%
35	CN1C[C@@H](CO)O[C@@H](n2cnc3c(N4CCN(CCO)CC4)ncnc32)C1	i	.	10%	27%	6%
36	S=C(NC1CCCCC1)N1CCN(Cc2ccccc2)CC1	i	8%	-5%	4%	1%
37	N#Cc1ccc(-c2ccc(F)cc2)nc1Sc1ccc(F)cc1	i	.	-34%	16%	-2%
38	COC(=O)COc1cccc2c(=O)n(CC(=O)NCCc3ccccc3)ccc12	i	-9%	-1%	?	14%
39	CCSc1nnc(NC(=O)CCN2C(=O)C3CCCCC3C2=O)s1 (configuration not stated)	i	-3%	21%	-11%	-4%
40	O=C(NC(Cc1c[nH]c2ccccc12)C(=O)N1CCOCC1)c1cccs1 (configuration not stated)	i	-12%	4%	-10%	-5%

no.	Nrf2 activator	HepG2 tox	MCF10A rereplic	Nrf2 inh
33	1.8%	-41%	?	13%
34	4.6%	.	.	.
35	-0.9%	4%	.	.
36	-0.4%	2%	15%	5%
37	3.3%	0%	?	?
38	-1.2%	-37%	4%	0%
39	1.5%	-4%	-1%	1%
40	3.5%	0%	-11%	-5%

# Going on with the list.
no.	smiles	ATXN viability	A549 tox	ATXN2 expr inh	TGFb inhibitor	EPAC2 antagonist
41	CCN(CC)C(=O)Cn1cc(S(=O)(=O)CC(=O)Nc2ccc(C(N)=O)cc2)c2ccccc21	i	1%	2%	0%	-12%
42	O=C(Nc1nc2ccc(Cl)cc2s1)c1ccc(N2CCCCC2)c([N+](=O)[O-])c1	i	2%	-20%	0%	9%
43	CC(=O)C1=C(C)NC(=S)NC1c1cccc([N+](=O)[O-])c1 (configuration not stated)	i	-1%	3%	-2%	17%
44	Cc1occc1-c1nnc(-c2cc([N+](=O)[O-])cc([N+](=O)[O-])c2)o1	?	4%	22%	?	7%
45	COC(=O)c1ccc(OCC(O)CN(CCO)CC(O)Cn2ccc3ccccc32)cc1 (configuration not stated)	i	10%	-26%[11.3 µM]	?	16%
46	Cn1cc(S(=O)(=O)N2CCCC2)cc1C(=O)Nc1cccc(C(F)(F)F)c1	i	0%	0%	-1%	4%
47	NC(=O)CC(NC(=O)c1ccccc1)c1ccc(N2CCC(N3CCCC3)CC2)c([N+](=O)[O-])c1 (configuration not stated)	i	0%	4%	1%	15%
48	CN1CCN(C(=O)c2cc3c(c(-c4cccc(-c5cccnc5)c4)n2)[C@H](CCO)N(C(=O)CC2CC2)C3)CC1	i	.	2%	.	-1%
49	COc1ccc(-c2nnc(SCC(=O)NCCc3ccc(OC)c(OC)c3)nc2-c2ccc(OC)cc2)cc1	?	-3%	-15%	?	.
50	O=C(Nc1ccc(N2CCCC2)cc1)c1ccc(Br)o1	i	-9%	48%[activator]	-1%	-2%

no.	Nrf2 activator	HepG2 tox	MCF10A rereplic	Nrf2 inh
41	0.1%	-16%	0%	-3%
42	-0.3%	3%	?	-5%
43	0.4%	-1%	-5%	0%
44	29%	-25%	0%	?
45	5.6%	-3%	2%	18%
46	6.2%	-6%	-4%	-11%
47	-1.4%	-2%	8%	5%
48	0.1%	.	.	.
49	6.7%	-23%	.	-18%
50	2.2%	0%	-1%	?

# Source: PubChem
